Compound activity deposited in PubChem by National Center for Advancing Translational Sciences (NCATS).
HepG2 viability: counter-screen for TGF-b inhibitors: cytotoxicity in HepG2 cells; HepG2 CAGA-GFP viability, ATP luminescence, 18 h; Potency, µM (doses to about 46.1 µM), for the others: top-dose activity change, negative = cytotoxicity, hits mostly cytotoxic; hit rate 0.76% among 410,000; also: some results filed as inactive show a strong effect at the top dose
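CellTiter-Glo luminescence gave cytotoxicity after 18 hours at 37 degrees C. The cells were HepG2 CAGA-GFP in 1% FBS DMEM, stimulated with 500 pg/mL TGF-beta after compound addition. %Activity was normalised to no-cell wells (complete cell-killing) and DMSO (no toxicity), and curves were fitted and classified.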
ATXN2 expr inh: reduces ATXN2 reporter expression in HEK-293 cells. HEK-293 ATXN2-luciferase reporter, luminescence, 24 h. Potency, µM (highest dose often 57 µM), for inactives: at the highest dose activity change, negative = inhibition, usual class: inhibitors. hit rate 0.72% among 360,000. AID 1745845; also: % is scaled to controls: 0 for no effect and ±100 for the full control effect; nearly all actives have a fitted effect of over 55% in size
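qHTS (up to 57 uM final) was run with 24 h compound exposure of reporter cells at 37 °C. Each well was multiplexed: SteadyGlo luminescence measured ATXN2-luciferase expression after a fluorogenic Gly-Phe-AFC viability readout (25 uM final).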
A549 viability: counter-screen for Nrf2 inhibitors: cytotoxicity in A549 cells | hit rate 0.16% among 390,000 | A549 ARE-Fluc cells, CellTiter-Fluor viability, 18-24 h | Potency, µM (highest dose often 46 µM), inactives show at the highest dose activity change, negative = cytotoxicity, hits mostly inhibitors; also: % is scaled to controls: 0 for no effect and ±100 for the full control effect
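Cytotoxicity counterscreen: CellTiter-Fluor fluorescence was measured in A549 ARE_Fluc cells after 18-24 h of compound exposure in a concentration series. The subsequent BugLite luminescent read reports ARE-luciferase activity.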
EPAC2 antag: antagonists of human EPAC2; Potency, µM (highest dose often 114 µM), without a hit: at the top dose activity, negative = inhibition, actives largely listed as inhibitors; Q8WZA2; hit rate 0.18% among 360,000; EPAC2 GEF exchange of Rap1B-BODIPY-GDP, fluorescence; also: % is scaled to controls: 0 for no effect and ±100 for the full control effect; nearly all actives have a fitted effect of over 45% in size; many of its hits are not listed in these tables
Target sequence (Q8WZA2 whole entry, looked up): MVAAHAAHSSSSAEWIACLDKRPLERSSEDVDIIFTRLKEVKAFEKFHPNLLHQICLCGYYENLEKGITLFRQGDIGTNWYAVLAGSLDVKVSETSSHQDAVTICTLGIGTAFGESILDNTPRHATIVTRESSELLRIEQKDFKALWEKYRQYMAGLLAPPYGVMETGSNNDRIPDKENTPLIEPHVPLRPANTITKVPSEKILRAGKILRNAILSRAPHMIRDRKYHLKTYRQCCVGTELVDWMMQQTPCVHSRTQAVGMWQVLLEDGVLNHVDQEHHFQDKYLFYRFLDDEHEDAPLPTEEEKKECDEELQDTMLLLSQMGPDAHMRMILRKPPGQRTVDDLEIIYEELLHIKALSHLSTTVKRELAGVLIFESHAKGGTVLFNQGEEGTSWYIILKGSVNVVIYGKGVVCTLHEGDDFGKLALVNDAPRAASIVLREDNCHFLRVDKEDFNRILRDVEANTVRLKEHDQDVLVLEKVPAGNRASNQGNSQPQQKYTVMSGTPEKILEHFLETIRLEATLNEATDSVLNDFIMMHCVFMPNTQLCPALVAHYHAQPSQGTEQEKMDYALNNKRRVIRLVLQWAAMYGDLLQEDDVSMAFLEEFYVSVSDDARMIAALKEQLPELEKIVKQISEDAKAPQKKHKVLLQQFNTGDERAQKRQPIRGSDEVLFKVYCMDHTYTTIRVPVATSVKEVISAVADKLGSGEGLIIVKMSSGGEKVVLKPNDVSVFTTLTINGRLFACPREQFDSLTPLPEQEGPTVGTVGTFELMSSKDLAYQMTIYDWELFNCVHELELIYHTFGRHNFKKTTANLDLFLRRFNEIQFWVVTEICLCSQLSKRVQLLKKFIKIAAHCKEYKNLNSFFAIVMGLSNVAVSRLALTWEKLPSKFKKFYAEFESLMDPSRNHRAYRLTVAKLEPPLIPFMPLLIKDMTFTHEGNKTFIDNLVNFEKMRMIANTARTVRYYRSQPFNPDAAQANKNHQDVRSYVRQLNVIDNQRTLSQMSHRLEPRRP
MCF10A rereplic: inducers of DNA re-replication in MCF 10A breast cells; Potency, µM (highest dose often 46.1 µM), for the others: top-dose activity, positive = re-replication, most hits filed as activators; hit rate 2.9% among 350,000; AID 624296; MCF 10A DNA re-replication, Hoechst nuclear intensity, 48 h; also: % of control where 0% means no effect; nearly all actives have a fitted effect of over 50% in size
Nrf2 block: blocks Nrf2 signaling; A549 ARE-Fluc reporter, luciferase luminescence, 18-24 h; Potency, µM (titrated, usually from 46 µM), for inactives: at the highest dose activity change, negative = inhibition, usual class: inhibitors; hit rate 2.1% among 360,000; AID 504444; also: % is scaled to controls: 0 for no effect and ±100 for the full control effect; nearly all actives have a fitted effect of over 60% in size
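Nrf2 activity is the BugLite luminescence, read 15 min after reagent at room temperature, following CellTiter-Fluor cytotoxicity readout (30 min, 37C). Compound titrations were applied for 18-24 h to 5000 A549 ARE_Fluc cells/well in 5% FBS OPTI-MEM.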
Nrf2 activator: activates Nrf2 signaling | AID 624171 | Potency, µM (series often up to 46.1 µM), for inactives: at the top dose activation, usual class: activators | hit rate 0.31% among 410,000 | AREc32 ARE-luciferase reporter (MCF7-derived line), luminescence, 24 h; also: % of control where 0% means no effect; nearly all actives have a fitted effect of over 65% in size
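Cells of the AREc32 ARE-luciferase line are plated in OPTI-MEM containing 5% FBS and left overnight at 37 deg C. Compounds are pinned in, incubation continues 24 hr, and firefly luciferase signal is then measured.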
TGFb SMAD3 inh: blocks TGF-b signaling. HepG2 CAGA-GFP TGF-b/SMAD3 reporter, GFP fluorescence, 18 h; TGF-beta stimulated, 500 pg/mL final. Potency, µM (top dose mostly 46.1 µM), for the others: at the highest dose activity, negative = inhibition, actives largely listed as inhibitors. hit rate 1.2% among 410,000; also: % is scaled to controls: 0 for no effect and ±100 for the full control effect; nearly all actives have a fitted effect of over 65% in size
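Using HEPG2 CAGA-GFP reporter cells at 1000 cells/well, we pinned test compounds, stimulated with recombinant TGF-beta (500 pg/mL final) and measured total well GFP after 18 h.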
S2 tox: reduces viability in counter-screen for ATXN expression inhibitors. S2 cells (HEK-293 line with an ATXN2-luciferase reporter) viability, CellTiter-Fluor protease fluorescence, 24 h. Potency, µM (highest dose often 56.7 µM), usual class: cytotoxic. hit rate 0.49% among 400,000; also: nearly all actives have a fitted effect of over 40% in size
* marks the source's active call; other numbers are inactive results; i = inactive; ? = inconclusive; . = not tested or not shown; & = joins results of further samples; ! = not confirmed by another sample; [ ] = another dose, or the depositor's remark. Calls follow the shape of the dose curve; as a rule, active = well fitted curve in the direction sought with a large enough effect; inconclusive = small, poorly fitted or top-dose-only effect, or another doubt; inactive = no such curve, though single readings can be large; an effect the other way counts as inactive or inconclusive. Potency is read from the fitted curve at half-maximal effect. An excerpt. The share of hits here may be higher or lower than overall.

SMILES	HepG2 viability	ATXN2 expr inh	A549 viability	EPAC2 antag	MCF10A rereplic	Nrf2 block	Nrf2 activator	TGFb SMAD3 inh	S2 tox
COc1ccc(C(=O)COC(=O)[C@H](C)Nc2ccc(C(F)(F)F)cc2[N+](=O)[O-])cc1	-14%	-8%	1%	14%	-5%	-5%	0.3%	7%	i
O=C(NCc1csc(-c2cccs2)n1)C1CCCCC1	-14%	23%	5%	-2%	4%	?	21%	-2%	i
COc1ccc(CCN2CC(C(=O)N3CCSCC3)CCC2=O)cc1 (centres undefined)	-34%	-3%	4%	0%	0%	-15%	-0.1%	0%	i
CN(CCNC(=O)c1cc2c(-c3ccccc3F)nn(C)c2s1)C1CCCCC1	-44%	.	7%	-3%	-23%	22%	-1.3%	?	i
Cc1ccc(C)c(NC(=O)CSc2nnc(-c3ccccc3)n2N)c1	-1%	-3%	10%	8%	-11%	.	2.7%	4%	i
O=C(Nc1cc(Cl)cc(Cl)c1)Nc1cnccn1	-7%	-36%	6%	0%	?	-21%	0.0%	-12%	i
Cc1ccc(F)c(CNC(=O)C2CCC(=O)N(Cc3ccccn3)C2)c1F (centres undefined)	1%	1%	-4%	3%	-1%	0%	-0.4%	14%	i
C#CCNC(=O)C[C@@H]1C[C@@]2(C(=O)OCC)CCCC=C2N(Cc2ccc3c(c2)OCO3)C1=O	.	2%	.	-8%	.	.	-0.5%	.	i
COc1ccc(N2CCN(c3ncccn3)CC2)cc1	-14%	26%	6%	-6%	-4%	6%	2.5%	?	i
O=Nc1c(O)[nH]c2ccc(Cl)cc12	-18%	-6%	0%	3%	-16%	8%	0.1%	-9%	i
Cc1ccc(NC(=O)CN2CCCC2c2cccn2C)cc1C (centres undefined)	-11%	-15%	17%	?	26%	?	2.7%	2%	i
O=C(Cc1cccs1)NC(c1ccccc1)c1ccccc1	22%	-4%	4%	-2%	-45%[inhibitor]	25%	0.6%	29%	i
COc1cccc(Cn2c(-c3nonc3N)nc3ccccc32)c1	-23%	-16%	?	-3%	2.6µM*	.	-0.4%	-23%	?
O=C(CN1CCN(c2ccc(Cl)cc2)CC1)Nc1ccc(F)cc1F	-5%	7%	2%	.	.	.	7.6%	?	i
COc1ccc(C(O)c2nc(-c3cnc4ccccc4c3)cs2)cc1 (centres undefined)	-19%	6%	.	-1%	.	.	6.8%	-8%	?
Cc1c(OCC(=O)NCCCn2ccnc2)ccc2c3c(c(=O)oc12)CCCC3	0%	-2%	5%	1%	-9%	-18%	-0.8%	8%	?
COc1ccc(NC(=O)c2cccnc2N2CCOCC2)cc1	24%	.	-10%	5%	-2%	-13%	0.1%	17%	i
O=C(O)/C=C/C(=O)c1c(-c2ccccc2)[nH]c2ccccc12	-2%	7%	2%	0%	21µM*	1%	10µM*	13µM*	i
CC(OC(=O)c1ccccc1C(=O)N(C)c1ccccc1)C(=O)Nc1ccccc1[N+](=O)[O-] (centres undefined)	-21%	4%	-7%	2%	6%	1%	-0.5%	?	?
C=CCn1c(-c2cccn(Cc3ccccc3)c2=O)n[nH]c1=S	-47%	1%	0%	1%	-3%	3%	0.3%	9%	i

As entered above.
In HepG2 viability, `O=C(CN1CCN(c2ccc(Cl)cc2)CC1)Nc1ccc(F)cc1F` is listed with -5%
In A549 viability, `Cc1c(OCC(=O)NCCCn2ccnc2)ccc2c3c(c(=O)oc12)CCCC3` is listed with 5%
In TGFb SMAD3 inh, `O=Nc1c(O)[nH]c2ccc(Cl)cc12` is listed with -9%

The listing continues.
SMILES	HepG2 viability	ATXN2 expr inh	A549 viability	EPAC2 antag	MCF10A rereplic	Nrf2 block	Nrf2 activator	TGFb SMAD3 inh	S2 tox
COC(=O)c1ccc(C(=O)Nc2ccc3nc(-c4ccncc4)[nH]c3c2)cc1	-5%	139%[activator]	-2%	-2%	8%	10%	-0.3%	1%	i
COc1ccccc1NC(=O)COC(=O)c1cc2ccccc2cc1O	-46%	-4%	1%	0%	6%	2%	19%	8%	i
CCCc1cnc2c(c1SCC(=O)Nc1ccc(C)c(Cl)c1)c(=O)n(C)c(=O)n2C	1%	-1%	11%	.	.	.	-0.4%	-26%	i
CC1=C(C(=O)N(C)C)CC(CC(=O)NC(c2ccccc2)c2ccccc2)C(=O)N1CCCN1CCCC1=O (centres undefined)	2%	6%	.	5%	.	.	0.4%	-1%	i
COCc1c(Br)c(C)nc(OCC(=O)N/N=C/c2ccco2)c1C#N	-15%	-5%	3%	-10%	12%	0%	-0.3%	1%	i
C/C=C1\COC(C(=O)NC)(C(F)(F)F)C=C1C=C1CCCCC1 (centres undefined)	-59%	.	-1%	.	.	9%	.	16µM*	.
Cc1cc2ncn(-c3ncnc4scc(-c5ccccc5)c34)c2cc1C	-14%	-9%	7%	-17%	24%	3%	0.6%	-18%	i
COc1cccc(CNC(=O)CC(c2ccc(F)cc2)N2Cc3ccccc3C2=O)c1 (centres undefined)	-7%	.	-3%	.	.	18%	0.7%	-14%	.
Cc1cc(C)c(NC(=O)C(C)n2c(=O)c(C(F)(F)F)nc3ccccc32)c(C)c1 (centres undefined)	-15%	-19%	-4%	.	.	5%	-0.5%	-25%	i
O=C(NCC1CCCO1)c1cc2n(n1)C(C(F)(F)F)CC(c1ccc(Br)cc1)N2 (centres undefined)	-12%	-1%	-8%	0%	8%	?	-0.5%	10%	i
O=C(N/N=C/c1ccc([N+](=O)[O-])o1)C1CCCC1	-72%	-32%	?	-3%	10%	16µM*	-0.8%	?	i
O=C(CS(=O)CC(=O)N(c1ccccc1)C(C(=O)NC1CCCCC1)c1ccco1)Nc1ccc(F)cc1 (centres undefined)	15%	2%	-7%	12%	9%	-12%	-0.2%	16%	?
CCOC(=O)CSc1nc2cc(OC)c(OC)cc2c2nc(-c3ccccc3)nn12	-18%	-17%	5%	.	.	4%	-0.4%	-3%	?
COc1cccc(NC(=O)C2CCN(S(=O)(=O)c3ccc4c(c3)NC(=O)CO4)CC2)c1	1%	0%	0%	9%	-4%	3%	0.1%	0%	i
CC(C)c1ccc(C2C(C(=O)c3ccco3)=C(O)C(=O)N2CCN2CCOCC2)cc1 (centres undefined)	-27%	6%	-10%	1%	-7%	8%	3.3%	26%	i
Cn1c(=O)c2cc(NC(=O)CC(C)(C)C)ccc2n1-c1ccccc1F	-8%	9%	.	15%	.	.	0.6%	13%	i
Cc1nn(C)cc1CNC(=O)C1CCC(=O)N(Cc2cccc(C(F)(F)F)c2)C1 (centres undefined)	-2%	7%	-4%	3%	3%	-21%	-0.3%	8%	i
O=C(CCCn1c(=S)[nH]c2cc3c(cc2c1=O)OCO3)NCc1ccco1	-7%	-8%	-2%	4%	0%	-4%	2.3%	-9%	i
Cc1cccc(-c2nsc(SCC(=O)N3CCCC3)n2)c1	-31%	14%	2%	3%	6%	?	3.2%	6%	i
COc1ccc(CNCc2cn(-c3cccc(F)c3)nc2-c2ccc(C)o2)cc1	-102%	.	-17%	-19%	3%	0%	-4.0%	13µM*	?

The results go on:
SMILES	HepG2 viability	ATXN2 expr inh	A549 viability	EPAC2 antag	MCF10A rereplic	Nrf2 block	Nrf2 activator	TGFb SMAD3 inh	S2 tox
Cc1sc(NC(=O)CSc2nnc(C(C)C)n2C)c(C#N)c1C	-10%	-6%	10%	-1%	-3%	0%	1.3%	8%	i
Cc1ccc(C)c(Cn2c(=O)n(CCC(=O)NCc3ccco3)c(=O)c3sccc32)c1	-31%	-3%	3%	2%	-3%	3%	0.6%	?	i
O=C(NNC(=S)NCc1ccco1)c1cccs1	14%	-13%	-10%	3%	?	7%	-0.8%	?	i
COc1ccc(Cn2c(=O)sc3ccccc32)cc1OC	-13%	-16%	-24%	-3%[57.1 µM]	2%	26µM*	0.0%	?	i
COCc1c(C(=O)N/N=C/c2ccncc2)nnn1-c1nonc1N	3%	7%	2%	3%	-3%	11%	-0.7%	0%	i
CC1(C)Cc2ccccc2-c2nnc(C(F)(F)F)n21	9%	11%	-1%	23%	1%	7%	0.1%	1%	i
Nc1ncn([C@@H]2O[C@H](CO)[C@@H](O)[C@H]2O)c(=O)n1	-29%&-16%	6.3µM*!	?	3%	?	-23%	-0.2%	11µM*	i
CCOc1ccccc1NC(=O)CN1CCN(Cc2ccccc2)CC1	-15%	.	6%	-6%	1%	-5%	-0.2%	-10%	i
O=C(Nc1ccc(-c2cn3c(n2)SCC3)cc1)c1ccco1	-3%	17%	0%	-6%	-1%	?	2.3%	12%	i
C=CCc1ccccc1OCC(O)CN1CCN(c2ccccc2OC)CC1 (centres undefined)	-101%&-46%	-22%	-15%	-6%&-4%	?	-3%	3.9%&0.2%	?	?
c1ccc(-n2nnnc2Sc2ncnc3sc4c(c23)CCCC4)cc1	2%	?	-24%	5%	21µM*	?	?	-2%	?
CC(C)CNC(=O)C(=O)Nc1cc2c3c(c1)C(C)C(=O)N3CCC2 (centres undefined)	-7%	.	0%	6%	3%	-1%	6.9%	20%	i
CCOc1ccc(N(CC(=O)NCc2ccccc2)C(=O)CCC(=O)Nc2nccs2)cc1	7%	-8%	0%	-15%	13%	-2%	0.5%	5%	i
Cc1ccccc1NC(=S)N1CCN(c2ccccc2C)CC1	-2%	2%	1%	-6%	-2%	1%	-0.2%	-5%	i
CCCCC#Cc1ccc(C(=O)NNC(=O)Nc2cc(Cl)cc(Cl)c2)o1	-7%	.	7%	0%	0%	2%	3.2%	?	i
Cc1cc2oc(C(=O)Nc3sc4c(c3C(=O)NCC3CCCO3)CCCC4)cc(=O)c2cc1C (centres undefined)	-11%	4%	1%	.	.	2%	0.9%	6%	i

Single records, from the list above.
`O=C(Nc1ccc(-c2cn3c(n2)SCC3)cc1)c1ccco1` across the screens: HepG2 viability = -3%; ATXN2 expr inh = 17%; A549 viability = 0%; EPAC2 antag = -6%; MCF10A rereplic = -1%; Nrf2 block = ?; Nrf2 activator = 2.3%; TGFb SMAD3 inh = 12%; S2 tox = i
`CCOc1ccccc1NC(=O)CN1CCN(Cc2ccccc2)CC1` across the screens: HepG2 viability = -15%; ATXN2 expr inh = .; A549 viability = 6%; EPAC2 antag = -6%; MCF10A rereplic = 1%; Nrf2 block = -5%; Nrf2 activator = -0.2%; TGFb SMAD3 inh = -10%; S2 tox = i
